MLLE-PAM2 inh – blocks PAM2 peptide binding to the PABP1 MLLE domain; P11940; GST-MLLE / FITC-PAM2 fluorescence polarization; inhibition, % at 20 µM; hit rate 0.36% among 360,000; AID 588489; in the data active means inhibition above about 35%, passing the limit was not always enough;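 further: plate controls were DMSO wells with GST-MLLE for no effect and wells lacking GST-MLLE protein for full effect; some results filed as inactive read as strong as hits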
Neddyl block – blocks human cullin neddylation; P61081+Q13564; hit rate 0.58% among 360,000; calls only at 25 µM; TR-FRET cullin neddylation, biochemical; in the data active means inhibition above about 36%
NadD inh – inhibitors of Staphylococcus aureus NadD; purified NadD enzyme, colorimetric absorbance read-out; inhibition, % at 20 µM; hit rate 0.78% among 360,000; AID 602399; in the data active means inhibition above about 26%; further: some compounds past the cut are filed as inactive
Rpn11 inh – Rpn11 (human) deubiquitinase inhibition; calls only at 20 µM; O00487; human 26S proteasome, Ub4-pepOG fluorescence polarization; 20S core pre-blocked with epoxomicin; hit rate 0.59% among 360,000;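 active means inhibition at 20 µM, scaled to each plate's controls, above about 33%, limit read from the data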
MT1-MMP act inh – blocks activation of human MT1-MMP; HT1080 RFP-PRO-GFP cells, GFP/RFP ratio fluorescence, overnight; percent of plate control window, DMSO zero; hit rate 0.061% among 360,000; GFP/RFP ratio change, % at 20 µM; AID 651647; P50281;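 active means GFP/RFP ratio change of at least 30% with cell ATP level not reduced by more than half and red fluorescence within 50% of control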; further: strong numbers were not always called active
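Assay system: HT1080 RFP-PRO-GFP cells | Dosing: 20 µM single dose, 1% DMSO | Incubation: Cells overnight before dosing, compound overnight, 37 °C, 5% CO2 | Evaluation: GFP/RFP fluorescence ratio | Control set: DMSO-only wells and HT1080 RFP-L50D-GFP cell wells as references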
SKN-1 inh – C. elegans SKN-1 inhibition. C. elegans VP596 Pgst-4::GFP/RFP ratio, acrylamide-induced, 24 h. inhibition, % at 21.8 µM. hit rate 0.49% among 360,000. AID 624304;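 active means interference check ratio from 0.5 to 1.5 plus GFP to RFP signal ratio inhibition reaching or exceeding a fixed threshold, cut at about 30% in these data, passing the limit was not always enough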; further: some compounds called inactive have numbers as strong as hits
CSN inh – blocks human CSN-mediated cullin deneddylation; Q92905; hit rate 0.38% among 360,000; Purified CSN, SCF-Nedd8-OG deneddylation, fluorescence polarization; inhibition, % at 12.5 µM;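 active means pattern-corrected inhibition above about 35%, with an unprinted fluorescence ratio check between 0.5 and 1.5, limit read from the data, passing the limit was not always enough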;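 further: 0% = enzyme with substrate and 100% = substrate without enzyme; some results filed as inactive read as strong as hits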
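Material: human Csn5 produced in HEK293T cells; Input: enzyme 0.24 nM; Reagent: SCFSkp2-Nedd8OG substrate at 10 nM final; Dosing: 12.5 µM compound; Incubation: 90 min reaction at room temperature; Detection: fluorescence polarization of the substrate; Evaluation: % inhibition of substrate cleavage by Csn5; Control set: substrate-only high control, full reaction low control.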
FAS-TE inh – inhibitors of human fatty acid synthase thioesterase domain; P49327; recombinant FAS-TE, OMFH fluorogenic substrate, fluorescence endpoint; inhibition, % at 15 µM; hit rate 0.67% among 360,000; AID 602261;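 active means compounds whose normalised, plate-corrected inhibition of enzyme fluorescence in the single-dose primary screen is 50% or more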;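 further: 0% = DMSO with enzyme and 100% = substrate without enzyme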
Rin1-Abl PPI inh – blocks binding of human Rin1 to Abl; P00519+Q13671; inhibition, % at 7.35 µM; TR-FRET Rin1/Abl binding, biochemical; hit rate 0.4% among 360,000; AID 588664; in the data active means inhibition above about 5%, passing the limit was not always enough
* = called active by the depositor; i = inactive; x = no result given; + = active, no number. No enrichment for hits. About 3.9% of those tested had a hit in this group.

SMILES	MLLE-PAM2 inh	Neddyl block	NadD inh	Rpn11 inh	MT1-MMP act inh	SKN-1 inh	CSN inh	FAS-TE inh	Rin1-Abl PPI inh
CC1(C)Cc2c(sc3nnn(Cc4ccc(Cl)cc4)c(=O)c23)CO1	-6	i	-3	i	-1	-1	-3	24	2
O=C(CSCc1ccc(C(=O)O)cc1)Nc1ccccc1	-1	i	-6	i	-6	1	4	-3	-1
CCc1nnc(NC(=O)c2nn(-c3ccccc3)nc2C)s1	-3	i	-4	i	2	2	-1	-7	2
Cn1c(N)c(C(=O)COC(=O)CNC(=O)c2ccccc2F)c(=O)n(C)c1=O	-15	i	3	i	-2	-6	-1	-4	2
COc1ccc(COc2cc(-c3cccc(OC)c3)nc3ccc(NC(=O)c4ccc(Cl)cc4)cc23)cc1	0	i	59*	i	6	12	-4	35	2
COc1ccc(C)cc1S(=O)(=O)Nc1ccccc1	8	i	2	i	3	6	1	-2	0
CC(C)Cn1c(N)c(C(=O)COC(=O)[C@@H]2CCCN2C(=O)c2cccs2)c(=O)n(C)c1=O	-3	i	2	i	4	-3	1	-3	1
CCOc1ccc(CCNC(=O)CSCc2ccc(C)cc2)cc1OCC	1	i	3	i	-4	-13	-2	-6	0
COc1ccc(NS(=O)(=O)c2ccc(NC(=O)Cc3cccs3)cc2)cc1	7	i	-13	i	7	-9	-8	1	2
CC(=O)C[C@@H](O)CC(=O)[C@@H]1OC(=O)CCCCCCCc2ccccc21	-12	i	0	i	-8	-16	-2	-9	4
CC(C)Oc1ccc(C(CC(=O)O)NC(=O)Cc2ccc(Cl)cc2)cc1 (centres undefined)	3	i	-1	i	-1	11	0	-3	3
COc1ccc(OC)c(S(=O)(=O)N2CCCCC2C(=O)N2CCN(c3ccccn3)CC2)c1 (centres undefined)	38*	i	0	i	0	-5	2	-4	-2
Cc1cc(N(C)C)ccc1N=Nc1ccc2ncccc2c1	-24	i	-3	i	12	69*	-4	16	-3
CC(C)(C)C(=O)Nc1ccc(S(=O)(=O)NC2=NCCCCC2)cc1	-7	i	-1	i	-3	-1	1	-11	1
COc1ccccc1NC(=S)N1CCC(NC(=O)C23CC4CC(CC(C4)C2)C3)CC1	-75	i	5	i	2	3	-3	-2	-1
Cc1cc(C)n(CCC(=O)N/N=C/c2ccccc2O)n1	0	x	-2	i	5	1	-3	-6	1
COc1cccc(/C=C/C(=O)OCC(=O)Nc2cc(S(=O)(=O)N3CCOCC3)ccc2C)c1	-14	x	-3	i	1	-4	-1	9	-4
COc1ccc(OC)c(C2NC(=S)NC(C)=C2C(=O)Nc2ccccn2)c1 (centres undefined)	-143	i	-1	i	0	2	-1	0	-3
C/C(=N\NC(N)=O)C1CC(CC(C)C)C(=O)O1 (centres undefined)	-1	i	-6	i	0	-6	3	-4	7
Cc1ccccc1OCC(O)Cn1c(=N)n(Cc2ccccc2)c2ccccc21 (centres undefined)	-12	i	1	i	-13	-12	-3	-4	-2
COc1ccccc1N1CCN(Cc2nc(N)nc(Nc3ccc(C)cc3)n2)CC1	2	i	-7	i	5	22	6	0	0
CCN(CC)c1ccc([N+](=O)[O-])cc1/C=N/NC(=O)CC#N	4	i	-4	i	2	1	-9	7	-1
CCn1c(SCC(=O)Nc2ccc(NC(C)=O)cc2)nc2c1c(=O)n(C)c(=O)n2C	17	i	2	i	1	8	-1	-5	3
Cc1ccc(Nc2nc3ccccc3n3cnnc23)cc1Cl	-2	x	-1	i	-4	-8	1	2	-3
O=C(COc1ccc(Cl)cc1)Nc1ccc2[nH]ncc2c1	2	i	0	i	-5	-17	0	-3	2
COc1cc(-c2coc3c(C(=O)NCc4ccccc4)cccc23)ccc1O	-1	i	-4	i	3	7	-2	15	0
O=[N+]([O-])c1ccc(N2CCN(CC3CCCCC3)CC2)cc1	-17	i	2	i	5	6	-3	14	4
C=CCn1c(SCC(=O)NC(C)(C)C)nnc1-c1ccccc1O	-5	i	-2	i	1	5	4	-6	2
Nc1nc(NCc2ccco2)nc(NC2CCCCC2)c1[N+](=O)[O-]	7	i	2	i	2	2	0	-4	3
O=C(NCc1ccccc1)c1nc2ccccc2s1	8	i	-8	i	1	7	-9	4	-3
COc1ccccc1-n1cnnc1SCC(=O)N1CCN(S(=O)(=O)c2ccccc2)CC1	0	i	-6	i	4	4	4	-2	0
CC(C)Oc1ccc(CCc2nnc(SC(C)C(=O)O)n2-c2ccccc2)cc1 (centres undefined)	-122	i	4	i	0	-6	-2	-4	0
O=C(Nc1ccccc1)C1Cc2c(-c3ccc(Cl)cc3)ccnc2O1 (centres undefined)	1	i	-4	i	0	3	2	18	-1
Cc1nnc(SCC(=O)NC(=O)NC(C)(C)C)s1	10	i	0	i	0	2	-2	-3	3
C[C@@H]1CN([C@@H](C)CO)C(=O)c2cc(NC(=O)C3CCCCC3)ccc2O[C@@H](C)CCCCO[C@H]1CN(C)S(=O)(=O)c1ccc(Cl)cc1	6	i	14	i	-3	9	-1	81*	-5
CNC(=O)c1[nH]cnc1C(=O)Nc1ccc(OC)cc1	-2	i	-3	i	1	8	-1	-6	1
O=c1c2ccccc2n(CC(O)CN2CCOCC2)c2ccccc12 (centres undefined)	7	x	-1	i	-1	-5	-4	0	0
Cc1nc(/N=C(\N)NC(=O)NC2CCCCC2)nc2ccccc12	-17	i	0	i	-7	-74	94	-20	-6
N#Cc1ccsc1NC(=O)C1CC(=O)N(Cc2ccccc2)C1 (centres undefined)	-18	i	-1	i	-1	13	2	-8	-2
CC(C)C(NC(=O)c1c(F)cccc1F)C(=O)NNC(=O)c1ccccc1 (centres undefined)	-26	i	5	i	-3	-1	2	-5	0
CCOC(=O)C1CCCN(C(=O)c2ccc3[nH]c4c(c3c2)CC(C)CC4)C1 (centres undefined)	-9	i	-1	i	7	5	-2	0	2
COc1ccc(CC(C)N2CCN(c3ccccc3)CC2)cc1OC (centres undefined)	-14	i	2	i	-2	0	-3	-2	2
Cc1ccc(N2CCCn3c2cc(C)c(C#N)c3=O)cc1Cl	-1	x	10	i	0	14	-3	-3	-1
CC(=O)Nc1ccc(NC(=O)C(C)OC(=O)c2cc(S(=O)(=O)N3CCOCC3)ccc2Cl)cc1 (centres undefined)	-4	i	7	i	-2	14	0	-5	-3
CCNc1nc(NCC)nc(N(C)n2cnnc2)n1	9	i	-2	i	3	5	-1	-6	0
CC(=O)c1cccc(S(=O)(=O)N(CCCO)Cc2cc3ccc(C)cc3[nH]c2=O)c1	5	i	-1	i	1	6	0	-3	1
CCOc1cc(C(=O)NCc2nnc(SCC(=O)OC)n2C)cc(OCC)c1OCC	-1	i	4	i	-9	11	0	-5	-3
O=C(COc1ccccc1Cl)NCCNC(=O)c1ccco1	-2	i	1	i	-1	-9	1	-7	0
O=S(=O)(/C=C/c1ccccc1)N1CCc2ccccc2C1	20	i	-9	i	-2	-17	2	20	4
Cc1ccc(NC2CCCN(C(=O)CCC3=NNC(=O)CC3)C2)cc1C (centres undefined)	-3	i	-6	i	1	2	2	-5	-1
O=C(Cn1ncc(Cl)c(Cl)c1=O)N1CCOCC1	-15	i	-1	i	1	-5	-3	-6	0
CCOC(=O)C1=C(N)Oc2c(oc(CO)cc2=O)C1c1ccc(Cl)cc1 (centres undefined)	-8	i	0	i	0	-4	3	5	-4
CCn1c(SCC(=O)NCCc2ccccc2)nc2c([nH]c3ccccc32)c1=O	4	i	1	i	-6	6	-2	-6	3
CC1CCCCC1NC(=O)C(Cc1ccccc1)NS(=O)(=O)c1cccs1 (centres undefined)	-20	i	4	i	-4	-5	3	-4	2
O=[n+]1c2c(n([O-])c3cc(F)c(N4CCCC4)cc31)CCCC2	81	i	2	i	-149	42	-14	-55	-16
COC(=O)C(Cc1c[nH]c2ccccc12)NC(=O)c1cccc(S(=O)(=O)N2CCCCC2)c1 (centres undefined)	0	i	-7	i	-1	23	-1	5	0
CC(C)CNC(=O)C1C2C=CC(C2)C1C(=O)O (centres undefined)	0	i	-5	i	0	3	-2	-7	-2
O=C(Nc1cccnc1)c1cc2c(ccc3ccccc32)o1	-1	x	3	+	6	34	31	-4	-4
Cc1ccc2c(c1)CCCO[C@]21O[C@H](CCO)C[C@H](O)[C@H]1O	-3	i	-7	i	3	-4	-5	-8	6
c1coc(-c2nc(N=C3N=c4ccccc4=N3)[nH]c2-c2ccco2)c1	-22	i	23	i	2	17	8	2	-2

Whole records as entered above. Values in the order: MLLE-PAM2 inh, Neddyl block, NadD inh, Rpn11 inh, MT1-MMP act inh, SKN-1 inh, CSN inh, FAS-TE inh, Rin1-Abl PPI inh
Profile of O=C(Cn1ncc(Cl)c(Cl)c1=O)N1CCOCC1 : -15, i, -1, i, 1, -5, -3, -6, 0
Profile of Cc1ccc(NC2CCCN(C(=O)CCC3=NNC(=O)CC3)C2)cc1C (centres undefined) : -3, i, -6, i, 1, 2, 2, -5, -1
Profile of O=S(=O)(/C=C/c1ccccc1)N1CCc2ccccc2C1 : 20, i, -9, i, -2, -17, 2, 20, 4
Profile of O=C(Nc1cccnc1)c1cc2c(ccc3ccccc32)o1 : -1, x, 3, +, 6, 34, 31, -4, -4

The list continues:
SMILES	MLLE-PAM2 inh	Neddyl block	NadD inh	Rpn11 inh	MT1-MMP act inh	SKN-1 inh	CSN inh	FAS-TE inh	Rin1-Abl PPI inh
COc1ccc(C2C(=O)c3ccccc3C2=O)c(OC)c1	-3	i	6	i	9	-9	0	-2	2
CN1CCN(c2ccc(CNC(=O)C3Cc4c(-c5cccc(F)c5)ccnc4O3)cc2)CC1 (centres undefined)	-4	i	0	i	0	-7	5	-3	6.5*
O=[N+]([O-])c1ccccc1/C=N/NC1=NS(=O)(=O)c2ccccc21	3	i	4	i	-3	0	-3	-4	0
O=C(CSc1nc2nccnc2c(=O)n1Cc1cccs1)Nc1ccccc1F	-17	i	0	i	-7	0	6	23	-3
Cc1ccc(C)c(S(=O)(=O)NCC(=O)NCc2ccco2)c1	6	i	-4	i	0	-2	2	-4	-2
Cc1cc(C)cc(NC(=S)NC(=O)Cc2ccccc2)c1	32	i	-11	i	2	2	2	40	0
COc1ccc(NC(=O)c2cc(C)nc3ccccc23)c(OC)c1	15	i	-9	i	1	5	-1	-2	3
Cc1ccc(N(C)S(=O)(=O)c2cccc(C(=O)Nc3nnc(C4CC4)s3)c2)cc1	2	i	-5	i	3	4	-7	1	4
Cc1c(NC(C)c2ccccc2O)c(=O)n(-c2ccccc2)n1C (centres undefined)	-2	i	-5	i	10	9	6	-7	-4
CC(=O)Nc1cccc(NS(=O)(=O)c2c(C)noc2C)c1	6	i	-3	i	2	-2	-3	-10	2
CCOC(=O)N1CCN(C(=O)Cc2ccc(Cl)cc2)CC1	5	i	0	i	-4	2	-1	-3	0
COc1ccc(C2=NN(C(C)=O)CC2c2cccc([N+](=O)[O-])c2)cc1 (centres undefined)	-8	i	0	i	5	-4	0	39	-3
C[C@@H]1CN([C@@H](C)CO)C(=O)CCCn2nncc2CO[C@H]1CN(C)Cc1ccccc1	-3	i	-1	i	3	-5	5	-5	2
O=C(CN1CC[C@@]2(O)CCCC[C@H]2[C@@H]1c1ccc(F)cc1)NCc1ccco1	-11	i	0	i	-4	4	0	-4	-2

Screening results: PubChem, several laboratories
